Source: PubChem BioAssay (Sanford-Burnham Center for Chemical Genomics)
TIM10 inh: inhibits growth of TIM10 yeast strain | S. cerevisiae TIM10 strain growth, BacTiter-Glo luminescence, 24 h | inhibition, % at 10 µM | hit rate 1.4% among 330,000;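 active = inhibition of 40% or more at the single tested concentration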;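 also: wild-type TIM10 isogenic control strain grown at permissive 25 °C; 0% = DMSO yeast wells and 100% = minimal medium wells without yeast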
CHOP UPR activ: apoptotic UPR (CHOP) activation; AID 449763; hit rate 0.34% among 330,000; CHO-CHOP luciferase reporter, luminescence; percent of tunicamycin response over DMSO baseline; activation, % at 10 µM;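 active = at 10 µM dose, activation of 40% or more, normalized to positive control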;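 also: 100% = tunicamycin at 10 µg/mL and 0% = DMSO alone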
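Test system: CHO-CHOP cells, stable luciferase reporter of PERK-eIF2a-CHOP signalling | Quantity: 500 CHO-CHOP cells per well | Buffer or medium: F12 plus 10% serum | Compound dosing: 10 µM single point, 0.5% DMSO | Schedule: 6 h compound treatment, 37 °C | Signal: Luciferase luminescence | Control set: Tunicamycin high control, DMSO low control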
CXCR6 inh: blocks human CXCR6 beta-arrestin recruitment | O00574 | CHO-K1 PathHunter CXCR6 beta-arrestin, luminescence | inhibition, % at 20 µM | hit rate 0.36% among 360,000 | AID 602244; in the data active = inhibition above about 34%, passing the limit was not always enough;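 also: antagonist mode with CXCL16 agonist at 10 nM final; 0% = 10 nM CXCL16 with DMSO and 100% = unstimulated wells without agonist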
Target sequence (O00574 whole entry, looked up): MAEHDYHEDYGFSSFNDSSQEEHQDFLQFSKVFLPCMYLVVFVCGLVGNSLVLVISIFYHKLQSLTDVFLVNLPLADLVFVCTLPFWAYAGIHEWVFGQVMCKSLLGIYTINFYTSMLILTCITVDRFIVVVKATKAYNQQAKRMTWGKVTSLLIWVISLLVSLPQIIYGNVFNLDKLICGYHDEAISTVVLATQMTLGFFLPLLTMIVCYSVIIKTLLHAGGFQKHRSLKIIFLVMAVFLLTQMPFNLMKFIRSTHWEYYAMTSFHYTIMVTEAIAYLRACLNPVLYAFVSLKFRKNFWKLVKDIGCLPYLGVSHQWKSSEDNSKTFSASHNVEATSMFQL
Mdm2 MdmX PPI: disrupts the human Mdm2-MdmX interaction; AID 485346; O15151+Q00987; SaOS-2 split-luciferase Mdm2/MdmX complementation, luminescence; hit rate 3% among 330,000; inhibition, % at 8 µM;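 active = inhibition of at least 50% at 8 µM in the primary screen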
XBP1 UPR activ: activators of adaptive arm of unfolded protein response (XBP1); CHO-XBP1 luciferase reporter, IRE1-XBP1 UPR activation, luminescence; percent of tunicamycin response, DMSO as zero; activation, % at 20 µM; hit rate 0.33% among 330,000; AID 463104;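 active = versus positive control, 20 µM dose yields 30% or more activation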;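 also: 100% = tunicamycin at 10 µg/mL and 0% = DMSO only wells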
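Material: CHO-XBP1 cells stably carrying IRE1-XBP1-driven luciferase reporter / Amount: 1000 cells per well / Compound: 20 µM, 1% DMSO / Times: 6 h treatment, 37 °C / Detection: luciferase luminescence / Measure: % activation of reporter signal versus tunicamycin and DMSO controls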
APJ agonist: APJ receptor agonism | P35414 | CHO-K1 APJ PathHunter beta-arrestin, luminescence; 0% DMSO wells, 100% apelin | activation, % at 20 µM | hit rate 0.11% among 330,000 | AID 2520;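 active = activation more than six SD over the plate average, tested at 20 µM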;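 also: 0% = DMSO alone and 100% = apelin-13 at 10 nM; some results filed as inactive read as strong as hits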
Target sequence (P35414 whole entry, looked up): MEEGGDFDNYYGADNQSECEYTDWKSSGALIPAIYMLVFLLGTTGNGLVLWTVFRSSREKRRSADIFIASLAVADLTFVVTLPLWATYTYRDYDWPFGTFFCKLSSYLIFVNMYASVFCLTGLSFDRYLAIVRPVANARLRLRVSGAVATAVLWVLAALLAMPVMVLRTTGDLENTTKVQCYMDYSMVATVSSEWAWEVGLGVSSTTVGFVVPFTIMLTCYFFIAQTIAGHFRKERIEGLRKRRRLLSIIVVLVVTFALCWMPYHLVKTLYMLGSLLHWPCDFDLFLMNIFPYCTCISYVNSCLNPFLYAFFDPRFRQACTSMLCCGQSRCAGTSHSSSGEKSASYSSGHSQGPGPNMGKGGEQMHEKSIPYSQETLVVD
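Test system: CHO-K1 APJ beta-arrestin complementation cell line. Amount: cell density 1000 per well. Controls: DMSO negative, 10 nM Apelin-13 positive. Signal: luminescent beta-gal fragment complementation, chemiluminescent substrate. Read-out basis: agonist-driven arrestin binding to APJ. Timing: compound stimulation 90 min at 25 °C, detection 60 min.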
tim10-1 inh: tim10-1 yeast growth inhibition; inhibition, % at 20 µM; hit rate 2.2% among 330,000; S. cerevisiae tim10-1 ts strain growth, BacTiter-Glo, 24 h; AID 463190;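 active = inhibition of at least 40%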;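 also: mutant grown at 25 °C; 0% = DMSO wells with yeast and 100% = wells holding no yeast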
APJ antagonist: antagonists of human APJ apelin receptor. CHO-K1 APJ beta-arrestin complementation, luminescence. P35414. AID 2521. hit rate 0.32% among 330,000. inhibition, % at 20 µM;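 active = inhibition above about 40% at 20 µM, limit read from the data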;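 also: cells challenged with 10 nM apelin-13 agonist together with compound; plate controls were apelin-13 plus DMSO wells for no effect and DMSO wells lacking apelin-13 for full effect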
tim23-1 inh: tim23-1 yeast growth inhibition | S. cerevisiae tim23-1 growth, BacTiter-Glo luminescence, 24 h | inhibition, % at 20 µM | hit rate 1.3% among 330,000;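 active = growth inhibition of the mutant yeast at or above 50%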;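 also: temperature-sensitive mutant grown at 25 °C; plate controls were DMSO-treated mutant yeast for no effect and medium wells lacking yeast for full effect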
* hit, by the source's call; nt = not tested or not shown.

mol	TIM10 inh	APJ agonist	XBP1 UPR activ	tim10-1 inh	Mdm2 MdmX PPI	tim23-1 inh	CXCR6 inh	APJ antagonist	CHOP UPR activ
CN(C)CCC(=O)N1c2ccccc2Sc2ccc(Cl)cc21	-1	1	-2	13	24	17	10	-21	-1.2
COc1ccc2oc(=O)c(-c3cn4ccc(C)cc4n3)cc2c1	10	-1	1	21	-32	1	1	-2	4.4
c1ccc(Oc2nc3ccccc3n3cccc23)cc1	2	-3	-4	11	17	28	-15	-4	-1.2
O=C(O)CN1CCN(C(c2ccccc2)c2ccccc2)CC1	-13	-2	-3	-15	7	-7	3	15	3.6
CC1CCCN(CC(=O)Nc2ccc(S(=O)(=O)N3CCCC3)cc2)C1 (stereo unspecified)	-19	-3	-7	7	-8	12	2	11	-0.3
c1ccc(OCCCc2nc(-c3cccnc3)no2)cc1	19	-6	-1	-11	14	4	1	17	-0.9
COc1ccc(NC(=O)c2cc3ccccc3cc2OC)cc1	-19	-5	3	-26	-78	50*	-2	18	7.5
Cn1c(=O)c2ncn(CC(=O)N/N=C/c3ccco3)c2n(C)c1=O	-6	-3	1	20	0	6	-2	-3	2.7
Cc1ccc(NC(=O)c2cc(S(=O)(=O)N3CCC4(CC3)OCCO4)ccc2F)cc1	17	2	-1	23	-15	22	-2	-27	-0.5
COc1ccccc1N1CCN(C(=O)c2ccc(N3CCCC3=O)cc2)CC1	14	-2	-7	5	1	13	8	15	-1.4
O=c1cc(O)nc(-c2ccccc2)s1	15	-4	-4	10	-2	14	0	3	-0.3
CC(=O)N1CCc2cc(Br)cc(S(=O)(=O)N3CCN(c4ccccn4)CC3)c21	2	2	-2	7	8	-4	-7	19	-2.5
CCCCNC(=O)CNC(=S)N(Cc1ccccc1F)C1CCCCC1	5	-4	-2	26	8	31	-8	0	1.3
Cn1nc(C(F)(F)F)cc1-c1ccc(/C=C(\C#N)C(=O)c2ccccc2)s1	-17	0	1	15	-6	5	3	-12	3.9
O=C(/C=C/c1ccc(Br)o1)OCc1nc2ccsc2c(=O)[nH]1	-30	-4	-2	-26	-4	-32	15	-34	-1.6
COc1ccc(Cc2nnc(NCCO)[nH]c2=O)cc1	-2	-2	-2	8	-7	6	0	-5	5.3
C=CCN1CCN(C(CCC)c2nnnn2Cc2ccco2)CC1 (stereo unspecified)	-14	0	0	-1	15	-3	1	11	-0.7
CCC(NC(=S)NC1CCCCC1)c1ccc(C)cc1 (stereo unspecified)	19	6	-5	26	21	10	5	-7	1.3
O=C(COC(=O)/C=C/c1ccccc1)Nc1nnc(-c2ccccc2)o1	7	-6	-4	11	6	19	-10	13	1.9
COc1cc(C#N)ccc1OCC(=O)NCc1cccs1	-2	-4	-1	-8	10	3	-4	4	1.1
CCCCN1C(=O)C(O)(CC(=O)c2c(C)n[nH]c2C)c2cc(Br)ccc21 (stereo unspecified)	-1	-3	3	6	7	-1	-4	10	-0.8
CN(CCOCCOc1ccc(Cl)cc1Br)Cc1ccccc1	-40	-3	1	-27	25	4	-6	1	0.6
Cn1cncc1COC(=O)c1ccc(Cl)cc1	1	-2	-2	16	-16	-9	-6	14	1.2
Cc1cc(C(=O)N/N=C/c2c[nH]c3ccccc23)c(C)o1	5	3	5	-1	-10	25	2	-11	5.1
C=CCSc1nnnn1-c1ccc(OC)cc1	9	1	2	12	-23	16	-3	9	-0.6
CC(C)(C)NC(=O)C1N(c2cccnc2)C(=O)C2C(C(=O)Nc3ccccc3)C3(C)C=CC21O3 (stereo unspecified)	-11	-1	2	9	-11	9	4	20	0.7
CCCc1nnc(NC(=O)CCC(=O)NC2CCCC2)s1	2	-4	-7	-10	0	4	9	0	-1.0
CCCC1(C(=O)O)NC(c2ccccc2O)C2C(=O)N(c3cccc(Cl)c3)C(=O)C21 (stereo unspecified)	9	6	-2	-7	-20	0	-1	-7	-0.3
CCNc1nc(N)nc(Oc2ccc(OCC)nn2)n1	7	-1	-1	13	12	9	-4	-1	0.2
COc1ccc(NC(=O)CSc2nnc(-c3cccnc3)n2C)cc1	-22	-1	-2	-1	-3	2	8	-9	-2.2
CC1(C)CC(=O)C(C=NCCN2CCN(C(=O)c3ccccc3)CC2)=C(O)C1	7	-2	1	8	-4	-12	10	7	-1.5
CC(=O)c1cccc(NC(=O)N2CCCC2C(=O)NC2CCCC2)c1 (stereo unspecified)	0	-1	1	1	9	6	-2	16	4.2
O=C(Nc1cccc(NC(=O)C2CC2)n1)C1CC1	-9	0	-2	9	0	-3	-8	0	-1.4
CC1CN(S(=O)(=O)c2cccc(C(=O)NCCc3ccc(S(N)(=O)=O)cc3)c2)CC(C)O1 (stereo unspecified)	-13	0	-4	-1	25	-4	5	1	1.3
CCCS(=O)(=O)n1nc(-c2ccccc2)cc1N	0	-2	2	-14	9	-14	4	-8	0.4
Cc1ccnc(N2CCCC(C(=O)Nc3ccc(C)c(C)c3)C2)n1 (stereo unspecified)	14	-3	-2	-17	19	3	4	2	0.8
N#Cc1nc(-c2ccc(F)cc2)oc1N1CCCCC1	0	-1	-1	-4	27	17	3	-15	0.8
COC(=O)COc1ccc(Oc2nc(SC)nc(N(C)C)n2)nn1	8	-4	-1	7	-5	15	-4	-8	5.1
CCCCN=C1NC(=O)C(CC(=O)Nc2ccc(Cl)cc2)S1 (stereo unspecified)	0	2	-1	-3	33	13	-1	-14	-1.2
COP(=O)(OC)c1nc(-c2ccccc2)oc1N1CCOCC1	6	-2	1	7	3	-3	-10	3	4.5
CCCN1CCN(C(=O)CCCNC(=O)c2ccc(Cl)cc2)CC1	4	0	2	3	-1	13	7	13	3.4
CCN(CC)c1nc(N(CC)CC)[nH]c(=O)n1	11	0	-2	10	-16	10	-1	18	-1.2
COC(=O)Nc1ccc(S(=O)(=O)N(CCO)CC(F)(F)C(F)F)cc1	-10	5	0	8	6	6	-11	-9	0.2
CC(=O)NCCCNS(=O)(=O)c1ccc(C)cc1	0	-2	3	-1	10	-11	-7	14	-1.9
Cc1cccc(C)c1NC(=O)CCCSc1nnc(N)s1	-3	-2	-2	15	-5	18	6	4	0.4
Cc1ccc(CNC(=O)c2ccccc2CCc2ccccc2)cc1	23	-3	-2	29	5	35	-2	10	0.5
COc1ccc(CN(C)CC(=O)NC(C)c2ccccc2)c(OC)c1 (stereo unspecified)	-10	-2	-3	7	14	3	-4	-6	-1.7
COc1ccc(C(=O)N/C(=C\c2ccc3c(c2)OCO3)C(=O)NCCc2nc3ccccc3[nH]2)cc1	11	-2	-4	11	-11	12	1	-2	1.1
Cc1cc(C)cc(C(=O)N2CC(=O)Nc3ccccc32)c1	1	-1	24	4	58*	10	-10	-7	-2.1
O=C(Oc1ccccc1C(=O)Oc1ccccc1)c1cccnc1	30	-4	3	20	52*	38	3	19	-1.0
CCn1cc(C(=O)O)c(=O)c2cnc(N3CCN(C(=S)NC(=O)c4ccccc4Cl)CC3)nc21	-17	1	0	-20	4	13	nt	-22	-0.7
COc1ccc(OCc2cc(C(=O)N(C)Cc3nccn3C)no2)c2ccccc12	5	7	-3	10	1	-4	-14	-37	-0.7
COc1cc(OC)cc(C(=O)NCC2CCCN(Cc3cccc(C(C)=O)c3)C2)c1 (stereo unspecified)	-3	-2	-5	-4	8	-6	4	6	0.8
Cc1cc(=O)[nH]c2c(C)cc(S(=O)(=O)NCc3ccccc3)cc12	12	-5	-3	8	26	12	-4	0	-1.0
CCC1CCCCN1S(=O)(=O)c1ccccc1[N+](=O)[O-] (stereo unspecified)	9	-3	-3	23	8	26	-6	26	0.3
CCn1c(-c2cccc(Br)c2)n[nH]c1=S	3	-6	-2	16	-5	14	11	27	-1.2
Clc1ccc2c(c1)-c1[nH]ncc1CS2	18	1	-2	14	9	15	0	3	-2.7
O=C(OCC(=O)N1CCCCCC1)c1n[nH]c(=O)c2ccccc12	7	-4	-2	18	-9	13	-5	3	1.4
CC(CCc1ccccc1)NC(=O)N1CCOCC1 (stereo unspecified)	-2	-5	-3	9	21	2	-2	8	0.8
CC(C)CC(CO)N1CCN(C(=O)c2ccc(C(C)(C)C)cc2)CCC1=O (stereo unspecified)	-4	4	0	0	17	16	-8	1	1.8

The list goes on.
mol	TIM10 inh	APJ agonist	XBP1 UPR activ	tim10-1 inh	Mdm2 MdmX PPI	tim23-1 inh	CXCR6 inh	APJ antagonist	CHOP UPR activ
CCCCCNc1nc2sc3c(c2c(=O)n1-c1cccc(Cl)c1)CCN(C)C3	22	1	5	14	20	24	16	10	1.1
O=c1c(O)cccc2cc(O)c(O)c(O)c12	-50	0	4	2	-18	-26	10	-12	4.8
COc1cc(C(=O)Nc2ccncc2)c([N+](=O)[O-])cc1OC	-23	0	-2	-12	13	-13	2	-1	0.8
COc1ncnc(-c2ccccc2)c1-c1ccccc1	13	-2	-2	-5	-5	15	1	7	-0.7

A portion of the library, so the mix of outcomes need not match the whole.
